STEP block: STEP phosphatase inhibitors, primary screen, biochemical, fluorescence intensity, uHTS; recombinant STEP, OMFP fluorogenic substrate; inhibition, % at 20 µM; 360,000 tested, 0.25% active;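 active = inhibition at 20 µM, scaled per plate between control wells, above about 37%, limit read from the data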;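 note: 0% = DMSO with enzyme and substrate and 100% = substrate only without enzyme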
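Also added – OMFP at 25 µM · Test system – STEP tyrosine phosphatase · Technique – FITC-channel fluorescence of OMFP product · Schedule – 20 min at room temperature, dark · Evaluation – control-normalized % inhibition with plate pattern correction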
Rpn11 inh: Rpn11 (PSMD14) deubiquitinase inhibitors, primary screen, biochemical, fluorescence polarization, uHTS; AID 588493, 2011; human 26S proteasome, Ub4-pepOG fluorescence polarization; 20S core pre-blocked with epoxomicin; 360,000 tested, 0.59% active; calls only at 20 µM; 26S proteasome non-ATPase regulatory subunit 14 (Homo sapiens), O00487;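 active = inhibition at 20 µM, scaled to each plate's controls, above about 33%, limit read from the data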
Target sequence (O00487 whole entry, looked up): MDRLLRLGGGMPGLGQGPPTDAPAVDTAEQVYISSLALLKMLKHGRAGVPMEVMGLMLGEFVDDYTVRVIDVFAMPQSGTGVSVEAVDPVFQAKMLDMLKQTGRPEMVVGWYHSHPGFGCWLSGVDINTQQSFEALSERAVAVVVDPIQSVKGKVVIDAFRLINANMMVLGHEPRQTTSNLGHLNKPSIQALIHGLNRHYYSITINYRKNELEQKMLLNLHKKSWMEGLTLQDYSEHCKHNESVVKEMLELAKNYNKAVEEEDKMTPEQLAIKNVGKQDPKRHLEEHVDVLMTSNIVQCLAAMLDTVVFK
CSN inh: inhibitors of CSN-mediated cullin deneddylation, primary screen, biochemical, fluorescence polarization, uHTS; 360,000 tested, 0.38% active; AID 651999, 2013; inhibition, % at 12.5 µM; Purified CSN, SCF-Nedd8-OG deneddylation;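 active = pattern-corrected inhibition above about 35%, with an unprinted fluorescence ratio check between 0.5 and 1.5, limit read from the data, passing the limit was not always enough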;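 note: 0% = enzyme with substrate and 100% = substrate without enzyme; some results filed as inactive read as strong as hits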
Target sequence (Q92905 whole entry, looked up, one chain of several): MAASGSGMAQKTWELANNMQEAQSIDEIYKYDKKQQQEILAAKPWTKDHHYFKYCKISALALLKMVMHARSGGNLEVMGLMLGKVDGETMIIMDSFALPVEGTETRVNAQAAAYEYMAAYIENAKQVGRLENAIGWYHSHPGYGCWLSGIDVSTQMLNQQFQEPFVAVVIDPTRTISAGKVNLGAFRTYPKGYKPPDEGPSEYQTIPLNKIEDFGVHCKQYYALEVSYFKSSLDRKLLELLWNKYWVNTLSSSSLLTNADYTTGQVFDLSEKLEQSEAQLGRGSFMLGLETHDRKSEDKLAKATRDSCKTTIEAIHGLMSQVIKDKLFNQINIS
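Test system: purified human Csn5 enzyme expressed in HEK293T cells. Amount: 0.24 nM enzyme. Reagent: SCFSkp2-Nedd8OG substrate at 10 nM final. Schedule: 90 min incubation of compound, enzyme and substrate at room temperature. Detection: fluorescence polarization. Read-out: % inhibition of substrate cleavage by Csn5.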
Scp1 inh: Scp-1 phosphatase inhibitors, primary screen, biochemical, colorimetric, uHTS; 340,000 tested, 0.88% active; Recombinant Scp1, phosphopeptide, malachite green phosphate absorbance; Carboxy-terminal domain RNA polymerase II polypeptide A small phosphatase 1 (Homo …; inhibition, % at 20 µM;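 active = inhibition above about 50% at 20 µM, limit read from the data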;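 note: plate controls were DMSO wells with enzyme for no effect and wells lacking enzyme for full effect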
Target sequence (Q9GZU7 76-261 limits assumed): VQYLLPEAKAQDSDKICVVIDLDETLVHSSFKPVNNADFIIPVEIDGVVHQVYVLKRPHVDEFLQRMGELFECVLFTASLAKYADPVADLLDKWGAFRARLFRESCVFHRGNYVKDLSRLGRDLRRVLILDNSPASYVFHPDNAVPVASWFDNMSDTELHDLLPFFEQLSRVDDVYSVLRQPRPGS
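Test system: SCP-1 catalytic domain; Buffer or medium: Acidic Tris acetate buffer with magnesium and detergent; Also added: Phosphorylated 17-residue peptide substrate; Compound: single 20 µM dose, 1% DMSO; Schedule: enzyme reaction 45 min at room temperature, colour 5 min, stabilisation 30 min; Signal: Phosphate-binding colour reagent, absorbance read at 630 nm.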
NadD block: inhibitors of S. aureus NadD, primary screen, biochemical, colorimetric, uHTS | purified NadD enzyme, colorimetric absorbance read-out | Nicotinate-nucleotide adenylyltransferase NadD (Staphylococcus aureus N315) | inhibition, % at 20 µM | AID 602399, 2012 | 360,000 tested, 0.78% active; in the data active = inhibition above about 26%; note: some compounds past the cut are filed as inactive
LMPTP inh: LMPTP phosphatase inhibitors, primary screen, biochemical, fluorescence intensity, uHTS | Low molecular weight phosphotyrosine protein phosphatase (Homo sapiens), P24666 | recombinant LMPTP-A, OMFP fluorogenic substrate | inhibition, % at 20 µM | 360,000 tested, 0.22% active | AID 651560, 2012;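 active = compounds that cut the enzyme signal by at least half of the control window in the single-dose screen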;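 note: plate controls were DMSO wells with enzyme plus substrate for no effect and substrate without enzyme for full effect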
Target sequence (P24666 whole entry, looked up): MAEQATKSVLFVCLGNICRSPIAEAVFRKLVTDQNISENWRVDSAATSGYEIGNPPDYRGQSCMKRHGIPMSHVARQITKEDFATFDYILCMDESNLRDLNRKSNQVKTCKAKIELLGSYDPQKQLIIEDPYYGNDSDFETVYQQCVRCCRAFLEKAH
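test system = LMPTP-A | amount = 0.625 nM LMPTP-A final | reagent = fluorogenic phosphatase substrate OMFP at 400 µM final | incubation = 50 min at room temperature | benchmarks = no-enzyme low control, uninhibited high control | medium = Bis-Tris pH 6.0, DTT, detergent | signal = fluorescence intensity of OMFP turnover product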
MsrA inh: bovine MsrA enzyme inhibitors, primary screen, biochemical, absorbance, HTS. Methionine sulfoxide reductase A (Bos taurus). purified bovine MsrA, absorbance read-out. inhibition, % at 15.5 µM. 360,000 tested, 0.75% active. AID 651718, 2012; in the data active = inhibition above about 4.5%;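 note: 0% = vehicle wells with enzyme and 100% = reference inhibitor wells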
Tb MetRS inh: T. brucei MetRS inhibitors, primary screen, biochemical, luminescence | 360,000 tested, 0.4% active | inhibition, % at 11.9 µM | methionyl-tRNA synthetase (Trypanosoma brucei brucei) | purified T. brucei MetRS, ATP depletion, Kinase-Glo luminescence;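 active = inhibition above a per-plate cutoff of the control wells' mean inhibition plus 3 SD, cut at about 5.5% in these data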;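 note: 0% = DMSO wells median and 100% = median of wells with control inhibitor compound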
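Test system – parasite MetRS enzyme · Reagent – substrates ATP, L-methionine and bulk Escherichia coli tRNA · Doses – 11.9 µM compound single dose, 0.9% DMSO · Times – 15 min enzyme-compound preincubation, 2 h reaction, 10 min detection, 25 °C · Signal – Kinase-Glo luminescence, ATP depletion format · Controls – DMSO-only wells as low control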
SUMO1-SIM PPI: modulators of SUMO1 protein-protein interactions, primary screen, biochemical, uHTS. SUMO1 binding to a labelled peptide, TR-FRET, 1 h. inhibition, % at 20 µM. Small ubiquitin-related modifier 1 (Homo sapiens), P63165. 360,000 tested, 0.33% active; in the data active = inhibition above about 37%
DNMT1 inh: human DNMT1 methyltransferase inhibitors, primary screen, biochemical, molecular beacon, fluorescence, HinP1I cleavage, uHTS; DNA (cytosine-5)-methyltransferase 1 (Homo sapiens), P26358; inhibition (reported as % activation of signal), % at 10 µM; 360,000 tested, 0.83% active; AID 588458, 2011; in the data active = inhibition above about 50%
Active calls of the source: *; i = inactive; / = not tested or not shown.

Below each compound – STEP block	Rpn11 inh	CSN inh	Scp1 inh	NadD block	LMPTP inh	MsrA inh	Tb MetRS inh	SUMO1-SIM PPI	DNMT1 inh
O=C(COc1ccccc1Cl)Nc1ccc2c(c1)OCO2
    -0.5	i	-4.4	-10.1	-8.3	1.0	-1.2	-1.1	-0.8	2.8
O=C(CCc1nc2cccnc2n1Cc1ccccc1)N1CCOCC1
    0.5	i	5.2	-4.3	-5.4	-0.8	0.2	0.2	-0.2	4.2
O=C(Nc1ccccc1)c1cc(S(=O)(=O)N2CCSCC2)ccc1Cl
    -1.4	i	1.0	-2.6	-4.3	-0.3	-0.7	0.2	-2.3	-1.2
C#CCOCCOCCOCCNc1nc(N2CCOCC2)nc(N2CCN(C(=O)CCCCCCCCCCNC(=O)Cn3cc(CCCCCN)nn3)CC2)n1
    2.1	i	0.1	3.9	-7.4	1.6	1.0	-0.3	-7.7	0.3
COc1ccc(C(=O)C2CCN(C(=O)Nc3ccccc3C)CC2)cc1
    0.4	i	1.5	-2.3	-1.1	0.5	-0.4	-0.4	4.3	-1.7
CC1(C)CC(=O)c2sc(NC(=O)CN3C(=O)CCC3=O)nc2C1
    -3.9	i	-3.1	-2.8	-3.4	-1.7	5.0*	0.1	-0.4	1.4
N#C/C(=C/c1ccc(N2CCCCC2)o1)C(=O)Nc1ccc2ccccc2c1
    -86.3	/	-78.2	-2.8	19.7	15.9	1.3	-0.3	-88.7	7.4
C=CCn1c(C)cc(C2=NNC(=NC(C)(C)C)SC2)c1C
    -4.9	i	-10.3	3.0	4.5	-1.6	-0.7	-0.8	1.7	-2.9
O=C1/C(=C/c2ccco2)N=C(N2CCCCC2)N1c1ccccc1
    4.8	i	4.4	-7.1	-4.0	0.9	1.1	0.2	-2.9	0.8
O=C(COC(=O)c1cc(Br)c(Br)s1)NCCC1=CCCCC1
    0.3	i	-1.0	-3.9	4.3	-1.0	-0.1	0.4	-1.6	2.6
O=S(=O)(NCc1ccccc1)c1ccc2ccccc2c1
    -2.0	i	0.8	-19.0	-8.0	1.7	-0.9	-0.6	2.8	-3.4
N#CCCN(C(=O)COC(=O)c1cc(=O)[nH]c2ccccc12)c1ccccc1
    -0.3	i	-0.9	-9.6	4.4	0.5	0.0	0.4	-32.5	-0.2
O=C(CC1C(=O)NCCN1Cc1ccccc1C(F)(F)F)NCCN1CCCCC1=O (stereo not drawn)
    -1.8	i	3.1	-11.0	-4.9	-0.6	-0.4	-0.6	4.4	-2.0
Cc1ccc(/C(O)=C2\C(=O)C(=O)N(CCCN3CCOCC3)C2c2ccccc2F)cc1 (stereo not drawn)
    -1.4	i	3.6	/	-2.1	0.3	1.3	-0.2	-1.4	-4.2
CCOC(=O)Cc1csc(NC(=O)CSc2nc(=O)[nH]c3c2CCC3)n1
    1.1	i	3.6	-6.2	0.3	0.7	-0.3	0.4	0.6	-1.6
COc1cccc(N2CCN(S(=O)(=O)c3ccc(-c4cnc(C5CC5)o4)cc3)CC2)c1
    0.1	i	-2.8	3.4	0.7	-0.2	3.1	-0.6	6.6	37.8
Cc1ccc(S(=O)(=O)N2C[C@@H]3[C@H]4CC[C@H](C4)[C@@H]3[C@@H](C)[C@H]2C#N)cc1
    1.4	i	-1.8	-9.2	-5.0	1.9	0.0	-0.3	-0.9	3.1
CCCn1c2ccccc2c2nnc(SCC(=O)Nc3cc(C)on3)nc21
    -3.1	i	-0.5	-4.8	-6.5	-0.2	1.1	-1.4	-8.9	2.2
CC(OC(=O)c1cc2sccc2n1C)C(=O)NCc1ccc2c(c1)OCO2 (stereo not drawn)
    1.7	i	-0.3	-5.9	-6.4	1.0	-0.8	-0.5	-0.8	7.0
O=C(Nc1cccnc1)c1cccs1
    -1.3	i	-1.2	-1.7	1.0	-0.9	/	-1.1	2.6	1.7
S=c1[nH]nc(COc2ccccc2)n1/N=C/c1c(Cl)cccc1Cl
    3.1	i	-0.5	-4.0	-6.7	-0.4	0.5	-0.7	3.4	3.0
Cc1ccccc1NC(=O)COC(=O)c1c(C)nn(-c2ccccc2)c1C
    -1.1	i	1.0	/	-2.1	-0.3	-0.5	-0.4	6.6	0.7
O=C(NNC(=O)c1cccc2ccccc12)c1ccc(-c2ccccc2)cc1
    -2.1	i	-0.6	-11.7	2.4	0.1	-0.1	0.1	-0.2	6.1
Cc1ccc(CNC(=O)CCCC(=O)O)cc1
    -0.2	i	-0.3	-12.8	-3.5	-1.7	0.4	0.1	2.6	-1.7
CCn1cc(S(=O)(=O)N2CCc3ccccc3C2)cn1
    -0.6	i	4.0	10.0	-2.2	-2.3	-1.0	-0.9	-3.2	2.3
CC(=O)NS(=O)(=O)c1ccc(NC(=O)c2cccc(S(=O)(=O)N3CCc4ccccc43)c2)cc1
    7.4	i	3.2	3.8	-4.6	-0.2	-0.1	-0.6	3.7	5.5
COC(=O)c1c(NC(=O)CN2CCN(c3ccccc3)CC2)c2c(C)cccc2n1C
    -0.7	i	-1.9	0.5	4.0	-1.0	0.8	-1.7	-7.1	-0.4
CNc1nnc(Sc2ncccc2[N+](=O)[O-])s1
    2.1	i	-0.1	-1.9	3.5	-0.9	2.5	1.1	-39.1	0.9
Cc1ccc2c(c1)S/C(=C\c1cccc[n+]1C)N2CCO
    3.0	i	-0.3	8.3	9.4	-2.4	-1.0	0.3	-24.6	4.9
Cc1ccc(OCC(=O)Nc2ccc3oc(=O)ccc3c2)cc1
    0.1	i	-0.5	-0.6	-8.7	-1.1	1.1	-0.5	-2.1	1.3
COc1cccc(C(=O)C2CN(c3ccccc3)CC2c2ccc(Cl)cc2)c1 (stereo not drawn)
    3.7	i	12.9	-4.3	-2.9	3.2	0.1	-0.7	2.1	2.4
CCOC(=O)C1=C(COc2ccccc2)NC(=O)NC1c1ccc(Br)cc1 (stereo not drawn)
    -0.9	i	14.3	38.9	-5.0	2.2	-0.4	0.0	46.8*	3.6
CN(C)Cc1ccccc1Sc1ccc(Br)cc1
    0.8	i	-6.8	-2.7	-1.1	-1.2	0.8	-1.4	-0.3	5.5
CCc1ccc(-c2cc(C)no2)cc1S(=O)(=O)N1CCN(c2ccc(F)cc2)CC1
    3.8	i	-2.1	-0.3	-0.3	3.8	1.2	-1.0	8.5	-5.8
N#C/C(=C1\CCCN1)c1ccc2ccccc2n1
    4.1	i	-2.4	-3.1	-1.0	1.4	1.1	-0.2	1.0	-1.9
Cc1ccccc1NC(=O)CSc1nnc(-c2ccccc2)n1-c1ccccc1
    0.7	i	5.3	-1.6	1.3	-0.1	0.1	-0.2	8.4	0.7
Cc1cc(=O)oc(C)c1C(=O)Nc1cccnc1Cl
    0.7	i	-1.8	-2.2	2.1	-0.9	-0.9	-0.2	11.6	-5.2
O=C(O)C1CC2CCC1CC2 (stereo not drawn)
    3.2	i	0.2	-2.8	-0.3	-0.1	0.0	-0.3	1.0	2.6
CCOC(=O)Nc1oc2ccccc2c(=O)c1C
    1.6	i	-6.6	-12.1	-1.6	-2.5	1.5	-0.2	-0.9	0.9
Cc1ccc(S(=O)(=O)N2CCCC(C(=O)NCc3ccc4c(c3)OCO4)C2)cc1 (stereo not drawn)
    -0.4	i	4.1	-4.7	-8.1	-0.6	0.2	-0.6	7.4	-1.4
COc1cc(C2Sc3ccccc3NC3=C2C(=O)OC3)cc(OC)c1OC (stereo not drawn)
    0.6	i	1.1	-2.2	-4.2	-2.3	-0.4	0.2	0.8	2.3
COc1cc(/C=N/n2cnnc2)ccc1OC(=O)c1ccncc1
    -3.7	i	0.6	-6.9	-2.5	0.4	0.8	-0.7	-4.1	-2.4
O=C(c1ccc(C(F)(F)F)cc1)N1CCC(=O)N([C@H](COCc2ccc(C(F)(F)F)cc2)Cc2ccccc2)CC1
    /	/	-2.4	/	-1.2	7.0	-0.2	-0.6	2.0	/
CC(=O)Nc1cccc(NC(=O)CSc2ncc(-c3ccccc3)[nH]2)c1
    3.1	i	8.0	-3.6	-5.9	-0.6	-0.3	-0.5	-0.4	-6.3
CC(C)c1ccc(-c2nc(N3CCCCC3)[nH]c(=O)c2C#N)cc1
    3.1	i	-3.4	-2.2	4.5	-1.4	-0.9	-0.7	-1.1	3.9
CC(=O)c1ccc(S(=O)(=O)N2Cc3ccccc3CC2C(=O)O)cc1 (stereo not drawn)
    7.7	i	3.2	82.2*	1.8	-0.4	-0.3	-0.4	17.0	37.1
COc1cc(C(=O)OCc2cc(=O)c(O)co2)ccc1OC(F)F
    -1.0	i	-5.3	-1.4	1.8	0.9	-0.9	-0.3	-2.0	2.7
COc1cccc(-c2cnc(C(O)c3ccc(C)c(F)c3)[nH]2)c1 (stereo not drawn)
    2.6	i	9.9	/	-2.9	-1.4	/	0.1	-0.9	5.4

Arranged by the number under CSN inh (low to high): three of the compounds above
smiles	CSN inh
N#C/C(=C1\CCCN1)c1ccc2ccccc2n1	-2.4
CC(=O)c1ccc(S(=O)(=O)N2Cc3ccccc3CC2C(=O)O)cc1 (stereo not drawn)	3.2
CC(=O)Nc1cccc(NC(=O)CSc2ncc(-c3ccccc3)[nH]2)c1	8.0

Screening results deposited in PubChem by several laboratories.
